Pf apPOL inh: Pf-apPOL DNA polymerase inhibition; Recombinant Pf-apPOL, molecular beacon fluorescence, 1.5 h; inhibition, % at 10 µM; 210,000 compounds, 0.25% hits; AID 1794808
mHTT-CaM PPI inh: disrupts binding of mutant huntingtin to calmodulin. AID 1671202. AlphaScreen His-mHTT/GST-CaM binding, luminescence. inhibition, % at 15 µM. 190,000 compounds, 3.6% hits;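 note: 0% = both proteins with DMSO and 100% = one protein alone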
Numbers without * were called inactive; . = no result given; & = joins results of further samples. Cut-off read from the data, not from the text of the source: active = inhibition above about 50%; inactive = the rest.

entry | SMILES | Pf apPOL inh | mHTT-CaM PPI inh
1 | Cc1ccc(NC(=O)Cn2nc(N3CCCCCC3)c3ccccc3c2=O)cc1 | -4 | 8
2 | Cc1cc(NC(=O)C2CC(c3ccc(Cl)cc3)=NO2)no1 (stereo not drawn) | -3 | -9
3 | CCCn1ccc2sc(C)c(C(=O)N3CCN(c4ccccc4)CC3)c2c1=O | 2 | 35
4 | Cc1cnc2c(c1)C(=O)CCC2 | 4 | .
5 | COc1ccc(CCNC(=O)NCC2CC(=O)N(c3ccc(Cl)cc3)C2)cc1 (stereo not drawn) | -5 | -10
6 | Cc1ccc(S(=O)(=O)Nc2nc3ccc(S(C)(=O)=O)cc3s2)cc1 | -6 | -2
7 | COc1ccc(N2C(=O)CSC2c2ccc(SC)cc2)cc1Cl (stereo not drawn) | -6 | 10
8 | COc1ccccc1-n1ccn2cc(-c3ccc(C)cc3)nc2c1=O | -2 | -4
9 | COc1cc(/C=C/C(=O)O)cc(S(=O)(=O)N2CCc3ccccc32)c1OC | -6 | 1
10 | COc1ccc(C(=O)Nc2ccccc2C(=O)NC(Cc2ccccc2)C(=O)NC(C)C)cc1 (stereo not drawn) | 0 | 1
11 | CCOc1ccc(C2C3=C(CC(C)(C)CC3=O)Nc3nc(C(F)(F)F)nn32)cc1OC (stereo not drawn) | -6 | -4
12 | O=C1NC(=O)N(c2ccc(Br)cc2)C(=O)/C1=C/c1ccc(N2CCOCC2)o1 | -8 | 20
13 | O=C(Nc1cc([N+](=O)[O-])ccc1Cl)c1cnc2n(c1=O)CCS2 | -3 | 3
14 | Cc1nc2ccc(NC(=O)CNC(=O)c3ccccc3)cc2c(=O)n1-c1ccc(Cl)cc1 | 1 | 12
15 | CC(=O)N1CCc2cc(N3CC(C(=O)NCc4cc(C)ccc4C)CC3=O)ccc21 (stereo not drawn) | -4 | 5
16 | CC(=O)Nc1ccc(N2C(=O)CC(N3CCN(c4ccccc4)CC3)C2=O)cc1 (stereo not drawn) | -2 | -4
17 | COc1ccccc1C(=O)N1CCCN(c2ncccc2-c2nc(C(C)C)no2)CC1 | -8 | 2
18 | N#Cc1c(N2CCCCCC2)ncc2cc3ccccc3nc12 | 3 | -13
19 | CCOc1ccc(NC(=O)CSc2nc(C)cc(C)n2)cc1 | -4 | -2
20 | COc1ccc(C(=O)Nc2ccc(-c3cc4ccccc4oc3=O)c(C)c2)cc1[N+](=O)[O-] | -7 | 1
21 | CCc1ccc(/C=C2\N=C(c3ccccc3)OC2=O)s1 | 2 | 17
22 | O=C(NCC1(O)CCCC1)c1ccc2nsnc2c1 | -5 | -6
23 | Cc1cc(S(=O)(=O)N2CCOC23CCN(C(=O)c2cnccn2)CC3)ccc1F | -6 | -9
24 | COc1ccc(CC(=O)N2CCC(c3nc(C(=O)N4CCCC4)c(C)o3)CC2)c(Cl)c1 | 6 | 32
25 | Cc1cccc(C2CCCN2C(=O)NCCc2ccccc2)c1 (stereo not drawn) | 0 | -3
26 | Cc1cc2n(n1)CCCN2C(=O)CCC(=O)Nc1ccc(F)cc1F | -2 | 5
27 | CCC(CC)C(=O)NCCc1ccc(OC)c(OC)c1 | 2 | -6
28 | CC(C)NC(=O)N1CCCC1c1cc(C(C)C)no1 (stereo not drawn) | -6 | -7
29 | O=C(COc1ccc([N+](=O)[O-])cc1)c1ccc(O)cc1O | -2 | 2
30 | S=C(NCC1CCCO1)NC1CCCCC1 (stereo not drawn) | . | -4
31 | Cc1noc(COC2CCCN(C(=O)c3nn(C)c4ccccc34)C2)n1 (stereo not drawn) | -1 | -7
32 | COc1cc(C=O)cc(Br)c1OCc1ccc([N+](=O)[O-])cc1 | -10 | 0
33 | Cc1c(NC(=O)c2ccc(N(C)C)cc2)cccc1[N+](=O)[O-] | -2 | 11
34 | CCCc1[nH]nc2c1C(C1CC=CCC1)C(C#N)=C(N)O2 (stereo not drawn) | -4 | -5
35 | CCOc1ccc(S(=O)(=O)Nc2ccccc2Br)c2cccnc12 | -2 | 11
36 | O=S(=O)(Nc1ccc(-c2csnn2)cc1)c1cc(C(F)(F)F)cc(C(F)(F)F)c1 | -13 | .
37 | O=C(Nc1nnc(C2CC(=O)N(c3ccc(F)cc3)C2)o1)c1cccc(F)c1 (stereo not drawn) | 0 | 5
38 | Cc1cc([N+](=O)[O-])ccc1NC(=O)CC(C)C | -8 | -2
39 | CCCC(=O)N1CCCC(c2nc(CCNC(=O)C(C)C)cs2)C1 (stereo not drawn) | -3 | 0
40 | O=C(CN1C(=O)c2ccccc2C1=O)NCC1COc2ccccc2O1 (stereo not drawn) | -7 | .

Quoted from above: compounds 21–22
entry | SMILES | Pf apPOL inh | mHTT-CaM PPI inh
21 | CCc1ccc(/C=C2\N=C(c3ccccc3)OC2=O)s1 | 2 | 17
22 | O=C(NCC1(O)CCCC1)c1ccc2nsnc2c1 | -5 | -6

(more compounds)
entry | SMILES | Pf apPOL inh | mHTT-CaM PPI inh
41 | O=C(CN1C(=O)C2CCCN2C(=O)c2ccc(F)cc21)NCc1ccccc1F (stereo not drawn) | -8 | -3
42 | COCOCCn1cc(CN2CCS(=O)(=O)N(Cc3ccc(-c4cccc(N(C)C)c4)cc3)C(C)C2=O)nn1 (stereo not drawn) | -4 | 48
43 | CC1CCN(CCNc2ccc(-c3nc(-c4ccc(F)cc4)no3)cn2)CC1 | -4 | 51*
44 | O=c1cc(C(F)(F)F)[nH]c2n[nH]c(-c3cccs3)c12 | 7 | .
45 | Cc1nn(C)c(C)c1NS(=O)(=O)c1cc(Cl)sc1Cl | -1 | .
46 | CCn1c2ccccc2c2cc(CN3CCCN(C)CC3)ccc21 | -1 | 13
47 | COc1ccc(N2C(=O)c3cccnc3C2=O)cc1 | 1 | 18
48 | Cc1ncc2c(n1)CCN(C(=O)Cc1ccc(Cl)cc1)C2 | -5 | 6
49 | Cc1ccc(NC(=O)c2ccc(C(C)C)cc2)c([N+](=O)[O-])c1 | -5 | 24
50 | S=c1[nH]nc(NC2CCCCC2)s1 | -15 | .
51 | O=C(Cc1cccs1)Nc1cc(C(F)(F)F)ccc1OCC(F)(F)F | 4&2 | .
52 | O=C(CSCc1cccc(Br)c1)Nc1ccc2c(c1)OCCO2 | 0 | -10
53 | COc1ccc(C2CC(=O)c3cnn(-c4ccc(Cl)cc4)c3C2)cc1 (stereo not drawn) | -1 | -9
54 | O=C(Nc1cc(Br)cc2cccnc12)C12CC3CC(CC(C3)C1)C2 | 0 | 3
55 | COc1cc(C=Nc2ccc3c(c2)OCCOCCOCCO3)cc(Br)c1O | -4 | -2
56 | COc1cc2c(cc1OC)CN(S(=O)(=O)CCCNC(=O)CC1CCCCC1)CC2 | -5 | -5
57 | CC(C)N(C(=O)CSc1nc2ccccc2[nH]1)c1ccccc1 | -18 | -2
58 | CCn1cc2c3c(cccc31)CN(C(=O)C1CC1)CC2 | -2 | 42
59 | COc1ccc(Cl)cc1NC(=O)C(=O)NCCO | -4 | -2
60 | COc1ccc(OC)c(S(=O)(=O)Nc2cnc3ccccc3c2)c1 | 0 | 0

Retrieved one by one from the entries so far (five):
entry | SMILES | Pf apPOL inh | mHTT-CaM PPI inh
48 | Cc1ncc2c(n1)CCN(C(=O)Cc1ccc(Cl)cc1)C2 | -5 | 6
54 | O=C(Nc1cc(Br)cc2cccnc12)C12CC3CC(CC(C3)C1)C2 | 0 | 3
43 | CC1CCN(CCNc2ccc(-c3nc(-c4ccc(F)cc4)no3)cn2)CC1 | -4 | 51*
42 | COCOCCn1cc(CN2CCS(=O)(=O)N(Cc3ccc(-c4cccc(N(C)C)c4)cc3)C(C)C2=O)nn1 (stereo not drawn) | -4 | 48
51 | O=C(Cc1cccs1)Nc1cc(C(F)(F)F)ccc1OCC(F)(F)F | 4&2 | .

The list continues.
entry | SMILES | Pf apPOL inh | mHTT-CaM PPI inh
61 | COc1ccc(NC(=O)N2CCc3[nH]cnc3C2c2ccccc2)cc1OC (stereo not drawn) | -8 | 4
62 | CCC(Sc1nc2cc3c(cc2c(=O)n1CCc1ccccc1)OCO3)C(=O)NCCOC (stereo not drawn) | -2 | 5
63 | CN1CCc2cc(C(CNC(=O)Cn3c(=O)oc4ccccc43)N3CCOCC3)ccc21 (stereo not drawn) | -16 | 6
64 | CCCCCC(=O)N1C[C@H](n2cc(-c3ccc(F)cc3)nn2)[C@@H](O)C[C@@H]1c1ccc(C)cc1 | -3 | 38
65 | ICC1CSc2nncn21 (stereo not drawn) | -4 | -4
66 | CC1=C(C(=O)N2CCC(Cc3ccccc3)CC2)C2(CCCCC2)OC1=O | -3 | 2
67 | O=C(Nc1ncc(Cc2cccc([N+](=O)[O-])c2)s1)c1ccco1 | 0 | -8
68 | CC(=O)Nc1nnc(Cn2c(-c3nonc3NC(C)=O)nc3ccccc32)s1 | 5 | 3
69 | O=C1CSC(c2ccccn2)N1c1ccccc1F (stereo not drawn) | -3 | -5
70 | CCOC(=O)COc1cc2oc(=O)cc(-c3ccccc3)c2cc1Cl | 6 | -9
71 | FC(F)(F)c1cccc(-c2noc(-c3cccs3)n2)c1 | -5 | -81
72 | O=C(Cc1cccc(F)c1)N1CCC(COc2ccccc2C(=O)N2CCCCC2)CC1 | -3 | 11
73 | CCCSc1nc2[nH]c(=O)cc(O)c2s1 | . | -6
74 | Clc1ccc(N2CCN(Cc3cc4ccccn4n3)CC2)cc1 | 0 | .
75 | CC1CCC2(CC1)CCN(CCCOC(=O)Nc1cccc(F)c1)C2=O (stereo not drawn) | -5 | -16
76 | CC1=CC(c2ccc(Cl)cc2)n2nc(NC(=O)c3ccco3)nc2N1 (stereo not drawn) | 5 | 15
77 | O=C(NCCN1CCCC1)c1cc2n(n1)CCCN(Cc1ccc(Cl)cc1)C2=O | 6 | 10
78 | Cc1ccc(NC(=O)Nc2nnc(-c3ccc([N+](=O)[O-])cc3)s2)cc1C | 8 | 1
79 | COc1ccc(Br)cc1CNC(=O)CCCc1cn(C)c2ccccc12 | -11 | 6
80 | O=C(NCCCn1ccnc1)C1CC(=O)N(CCc2c[nH]c3ccc(F)cc23)C1 (stereo not drawn) | -6 | 2
81 | Cc1c(C(=O)NCC2COC3(CCCC3)O2)cccc1[N+](=O)[O-] (stereo not drawn) | -4 | -6
82 | CCc1nnc(NC(=O)CSc2nnc3ccc(-c4cccc([N+](=O)[O-])c4)nn23)s1 | 3 | -2
83 | O=C(CSc1nc2ccccc2o1)N1CCc2ccccc21 | -2 | 3
84 | Cc1cc(C)c(NC(=O)c2cc(S(=O)(=O)N3CCCC3)ccc2F)c(C)c1 | -13 | 1
85 | Cc1ccc(F)cc1S(=O)(=O)NCCC1CCN(C(=O)c2ccc(F)cc2)CC1 | -2 | 34
86 | CC1(c2ccccc2)OC(=O)C(=Cc2c[nH]c3ccccc23)C(=O)O1 (stereo not drawn) | 4 | 19
87 | COc1cccc2cc(-c3cc(=O)oc4ccc(OS(C)(=O)=O)cc34)oc12 | -10 | 1
88 | COc1cccc(CC(=O)N2CCCC(C)(C(=O)NCc3ccc(F)cc3)C2)c1 (stereo not drawn) | -4 | 1
89 | CN(C)C(CNC(=O)C(=O)Nc1ccc2c(c1)OCCO2)c1cn(C)c2ccccc12 (stereo not drawn) | -10 | 6
90 | Cc1ccc(C(=O)N2C(C)CCCC2C)c(Cl)c1 (stereo not drawn) | 8 | -5
91 | Cc1nc2ncnn2c(NCC2CC2)c1Cc1ccccc1 | 0 | -3
92 | COc1cccc(CN2C(=O)c3ccccc3C2C(=O)NCCc2ccc(OC)c(OC)c2)c1 (stereo not drawn) | -13 | 0
93 | COc1ccc(CCNC(=O)C(Cl)(Cl)Cl)cc1OC | -2 | -4
94 | COCCn1c(C2CCN(C(=O)c3ccc(Cl)cc3)C2)nc2cccnc21 (stereo not drawn) | -6 | 3
95 | NNC(=O)CNC(c1cc(Br)ccc1N)c1ccccc1Cl (stereo not drawn) | -2 | 20
96 | CN(C)c1cc(OC2CCN(C(=O)c3ccc(C#N)cc3)C2)ncn1 (stereo not drawn) | -8 | -2
97 | O=C1CCCCCCC1S(=O)(=O)Cc1ccccc1 (stereo not drawn) | 31 | -1
98 | O=C(NCc1ccccc1)c1ccc2c(c1)NC(=O)C1CCCCN21 (stereo not drawn) | -2 | -4
99 | CCCS(=O)(=O)c1c(S(=O)(=O)CCC)c2cnccn2c1C(=O)c1ccc(C)cc1C | -1 | 2
100 | O=C(NCC1CCN(C(=O)c2cc3ccccc3o2)CC1)C(=O)Nc1cccnc1 | -7 | -6

In the list so far, these contain a cyano group:
entry | SMILES | Pf apPOL inh | mHTT-CaM PPI inh
18 | N#Cc1c(N2CCCCCC2)ncc2cc3ccccc3nc12 | 3 | -13
34 | CCCc1[nH]nc2c1C(C1CC=CCC1)C(C#N)=C(N)O2 (stereo not drawn) | -4 | -5
96 | CN(C)c1cc(OC2CCN(C(=O)c3ccc(C#N)cc3)C2)ncn1 (stereo not drawn) | -8 | -2

(next part)
entry | SMILES | Pf apPOL inh | mHTT-CaM PPI inh
101 | COc1ccc(OC)c(C=C2C(=O)OC(C)(C(C)(C)C)OC2=O)c1 (stereo not drawn) | -4 | 8
102 | CCOCCCNC(=O)C1(C)CCC(=O)N1c1cc(Cl)c(OC)cc1OC (stereo not drawn) | -4 | 0
103 | COC(=O)c1ccc(N2C(=O)C3CC=CCC3C2=O)cc1 (stereo not drawn) | 26 | -2
104 | COc1cccc(C2CC(c3ccc(Br)cc3)=NN2C(=O)CCCC(=O)O)c1OC (stereo not drawn) | 2&-6 | 16&12
105 | O=C(CSc1ncnc2ccccc12)Nc1ccc2nsnc2c1 | -1 | 4
106 | O=C(c1ccc(Cl)cc1Cl)N1CCN(c2ccc([N+](=O)[O-])cc2)CC1 | 2 | 15
107 | COc1ccc(/C=C2/SC(=Nc3ccc(C)cc3)NC2=O)cc1OC | -2 | 18
108 | COc1ccc(-n2nc(C(=O)N3CCOCC3)c3ccccc3c2=O)cc1 | -3 | -5

Screening data: PubChem, University of Kansas High Throughput Screening Laboratory
